# TSG101-PTAP inh: TSG101-PTAP interaction inhibition, HIV-1 budding. Fluorescence polarization, FITC-PTAP peptide/Tsg101, 20 min. Potency, µM (doses to about 115 µM), for the others: top-dose activity change, negative = inhibition, hits mostly inhibitors. 44,000 tested, under 10 active. Q99816; note: potency is the fitted concentration of half-maximal effect; 0% is about no effect
#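 The Tsg101 binding domain, at 10 uM final, is mixed with compound and a FITC peptide bearing the PTAP motif (50 nM final). After 20 min at r.t., polarization is measured; actives defined by CRC class, efficacy cut-off 60% inhibition.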
# B2AR arrestin ag: beta-arrestin recruitment by human beta2-adrenergic receptor ligands. P07550. HTLA Tango cells, beta-arrestin recruitment, luciferase luminescence, 18 h. Potency, µM (doses to about 46.1 µM), without a hit: top-dose activation, usual class: activators. 44,000 tested, under 10 active. AID 1347077;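 note: potency is the fitted concentration of half-maximal effect; 0% = DMSO and full agonism = EC100 isoproterenol or metaproterenol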
# Target sequence (P07550 whole entry, looked up): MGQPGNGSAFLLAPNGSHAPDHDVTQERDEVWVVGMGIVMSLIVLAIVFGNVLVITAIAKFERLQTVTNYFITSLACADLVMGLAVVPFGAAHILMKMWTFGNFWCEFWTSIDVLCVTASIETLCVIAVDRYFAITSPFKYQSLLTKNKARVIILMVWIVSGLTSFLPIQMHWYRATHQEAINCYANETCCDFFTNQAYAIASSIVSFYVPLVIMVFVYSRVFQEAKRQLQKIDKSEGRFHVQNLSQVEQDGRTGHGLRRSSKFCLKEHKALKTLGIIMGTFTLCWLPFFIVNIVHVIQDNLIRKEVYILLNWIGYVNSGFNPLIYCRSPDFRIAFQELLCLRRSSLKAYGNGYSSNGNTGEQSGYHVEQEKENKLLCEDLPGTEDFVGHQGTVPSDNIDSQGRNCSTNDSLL
#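 Receptor–beta-arrestin recruitment read by tTA-responsive luciferase: compound titrations (up to 46 µM) incubated 18 h with Tango cells, then luminescent substrate 15 min at room temperature. Concentration-response fits classified by r2, efficacy and activity.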
# p53null 39C tox: p53 null cell cytotoxicity, nonpermissive temperature | H1299 p53-null (neo) cells, 39C, ATPlite viability, 24 h | 55,000 compounds, 0.97% hits | Potency, µM (titrated, usually from 46.1 µM), for inactives: at the highest dose activity, negative = cell killing, usual class: cytotoxic | AID 904;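 note: potency is the fitted concentration of half-maximal effect; 0% = DMSO only and -100% = full killing by 100 µM tamoxifen; nearly all actives have a fitted effect of over 50% in size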
#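 ATP-luminescence viability readout (ATPlite, 20 min RT) after 24 hr compound treatment at 39C of H1299-neo or H1299-p53A138V cells; titration up to 46 uM; normalized to DMSO and 100 uM tamoxifen; Hill-fit AC50.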
# p53null 32C kill: p53 null cell cytotoxicity, permissive temperature; H1299-neo p53 null cells, ATP luminescence, 24 h, 32C; 55,000 compounds, 0.62% hits; Potency, µM (titrated, usually from 46.1 µM), without a hit: top-dose activity change, negative = cytotoxicity, hits mostly cytotoxic; AID 903;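 note: potency is the fitted concentration of half-maximal effect; 0% = DMSO only and -100% = full killing by 100 µM tamoxifen; nearly all actives have a fitted effect of over 55% in size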
#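 Luminescent ATP readout gave cell viability of p53-null H1299-neo cells after a 24 h compound exposure at the permissive 32C. Titrations ran up to 46 uM, and AC50s were fitted with the standard Hill equation.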
# NTMT1 inh: NTMT1 methyltransferase inhibition. Q9BV86. NTMT1 MTase-Glo SAH luminescence, purified enzyme. Potency, µM (top dose mostly 114 µM), for the others: at the top dose activity change, negative = inhibition, usual class: inhibitors. 59,000 compounds, 2.5% hits. AID 1645870;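 note: potency is the fitted concentration of half-maximal effect; plate controls were DMSO vehicle for no effect and no enzyme for full effect; nearly all actives have a fitted effect of over 65% in size; many of its hits are not listed in these tables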
# GALK inhibitor: inhibitors of human galactokinase (GALK) | 44,000 tested, under 10 active | Potency, µM (series often up to 57.5 µM), without a hit: top-dose activity, negative = inhibition, usual class: inhibitors | P51570 | recombinant GALK, Kinase-Glo ATP luminescence, 1 h;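 note: plate controls were full GALK reaction for no effect and reaction lacking GALK for full effect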
#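 Compounds were pinned into ATP buffer, then GALK-galactose mix was added (final 5 nM enzyme, 35 uM ATP, 100 uM galactose, pH 8.0). After 1 h at room temperature, Kinase-Glo Plus was added and luminescence read.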
# FH mod: Identification of activators of human fumarate hydratase by quantitative high-throughput screening. Fumarate hydratase, mitochondrial (Homo sapiens), P07954. FH coupled MDH/diaphorase resazurin fluorescence, 15 min. Potency, µM (series often up to 79.9 µM), without a hit: at the top dose activity change, negative = inhibition, usual class: inhibitors. 54,000 compounds, 0.22% hits. AID 1347055, 2019; note: potency is the fitted concentration of half-maximal effect; % is set by controls: 0 for no effect and ±100 for the full control effect; the screen sought activators but most active calls are inhibition curves; nearly all actives have a fitted effect of over 45% in size
# Target sequence (P07954 whole entry, looked up): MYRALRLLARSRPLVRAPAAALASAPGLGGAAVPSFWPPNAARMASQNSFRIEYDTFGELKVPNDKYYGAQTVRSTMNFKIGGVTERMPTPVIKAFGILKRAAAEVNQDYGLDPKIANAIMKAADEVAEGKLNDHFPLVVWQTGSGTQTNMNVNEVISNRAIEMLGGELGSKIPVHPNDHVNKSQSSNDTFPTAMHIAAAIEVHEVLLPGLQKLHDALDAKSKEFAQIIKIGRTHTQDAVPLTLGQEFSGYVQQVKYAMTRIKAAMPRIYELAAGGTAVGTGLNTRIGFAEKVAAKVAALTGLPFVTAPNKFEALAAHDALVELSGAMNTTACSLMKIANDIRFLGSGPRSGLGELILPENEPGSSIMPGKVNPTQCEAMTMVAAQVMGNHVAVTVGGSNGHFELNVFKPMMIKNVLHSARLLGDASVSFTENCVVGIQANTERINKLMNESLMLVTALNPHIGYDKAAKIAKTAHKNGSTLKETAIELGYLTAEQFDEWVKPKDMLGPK
# Numbers without * were called inactive; ? = inconclusive; . = no result given; [ ] = remark or other dose. Calls come from the whole dose curve; as a rule, active = well fitted curve in the direction sought with a large enough effect; inconclusive = small, poorly fitted or top-dose-only effect, or another doubt; inactive = no such curve, though single readings can be large; an effect the other way counts as inactive or inconclusive. Some of the compounds tested, so the mix of outcomes need not match the whole.
SMILES,TSG101-PTAP inh,B2AR arrestin ag,p53null 39C tox,p53null 32C kill,NTMT1 inh,GALK inhibitor,FH mod
COC(=O)c1c(NC(=O)c2nc(SCc3ccc(C)cc3)ncc2Cl)sc2c1CCCC2,-4%,-1%,-14%,-5%,-13%,-5%,4%
O=C(CSc1nnc2scc(-c3ccccc3)n12)Nc1ccc(Cl)cc1,-5%,-2%,6%,-8%,17%,-1%,7%
COC(=O)c1c(N)n(-c2cc(Cl)cc(Cl)c2)c2nc3ccccc3nc12,1%,-2%,23%,0%,6%,0%,6%
O=C(CSc1nnc(CNC(=O)c2c(F)cccc2Cl)o1)Nc1cccc(F)c1,1%,-1%,-12%,3%,-6%,1%,1%
COc1ccc(OC)c(Nc2nc(-c3ccc(C)cc3)nc3ccccc23)c1,-1%,-1%,-16%,1%,-4%,-1%,-14%
O=C(c1ccco1)N(Cc1cccnc1)c1nc2ccc(F)cc2s1,-1%,-3%,41%[activator],-14%,-7%,0%,1%
COC(=O)c1c(-c2cccs2)csc1NC(=O)c1ccc(Br)cc1,0%,0%,6%,-11%,?,1%,?
COc1ccc(NC(=O)c2sc3nc(C(F)(F)F)cc(C)c3c2N)cc1OC,1%,0%,-5%,5%,12%,4%,-3%
CC1C(=O)Nc2ccc(S(=O)(=O)NCc3ccc(N(C)C)cc3)cc2NC1=O (stereo unspecified),6%,-2%,5%,-1%,?,2%,-16%
Cn1ccc2c(OCC(=O)NCc3ccccc3Cl)cccc2c1=O,-9%,-3%,26%,-7%,15%,-7%,-1%
CCc1ccc(CNC(=O)c2ccc(CS(=O)(=O)Cc3ccccc3C)o2)cc1,-2%,1%,26%,-3%,0%,3%,4%
Cc1cccc(CSc2ncc(Cl)c(C(=O)Nc3sc4c(c3C#N)CCCC4)n2)c1,1%,-2%,-20%,2%,6%,7%,-3%
CCOC(=O)C1CCCN(C(=O)Cn2nc(C)n3c(cc4c(OC)cccc43)c2=O)C1 (stereo unspecified),1%,-2%,11%,-1%,7%,-12%,-16%
O=C(c1ccc2c(c1)N(Cc1ccccc1)C(=O)c1ccccc1S2(=O)=O)N1CCOCC1,-2%,0%,-20%,-1%,20%,0%,2%
COc1ccc(Nc2cc(C(=O)NC3CCC(C)CC3)c3ccccc3n2)cc1OC (stereo unspecified),-2%,1%,5%,2%,8%,0%,-5%
COc1ccc(OC)c(CNC(=O)c2cc3cc4ccc(OC)cc4nc3o2)c1,-2%,1%,11%,-1%,?,9%,-17%
CCOc1ccc(NC(=O)Cn2cc(C(=O)c3ccc(CC)cc3)c(=O)c3ccc(C)nc32)cc1,1%,2%,2%,-1%,?,1%,-8%
COc1cccc(NC(=O)N(Cc2c[nH]c3ccccc23)C2CCCCC2)c1,-1%,1%,-14%,11%,-11%,9%,-17%
CCCCN(C)CCNC(=O)c1c(C)oc2ncnc(N3CCOCC3)c12,-4%,-1%,-13%,-2%,-15%,-3%,5%
Cc1ccc(CCNC(=O)c2cccc(Nc3nc4ccccc4nc3-n3nc(C)cc3C)c2)cc1,-1%,1%,2%,-8%,11%,0%,8%
CC(=O)c1cc(-c2ccccc2)n(CCC(=O)NCCc2ccccc2)c1C,0%,6%,12%,4%,2%,-1%,-33%
COc1ccc(-n2nnnc2C2CCN(S(=O)(=O)c3ccc(C(C)(C)C)cc3)CC2)cc1,1%,-1%,-5%,8%,10%,-14%,11%
CCc1ccc(-n2nc3cc(C)c(NC(=O)c4cccc5ccccc45)cc3n2)cc1,0%,1%,-15%,-1%,7%,5%,4%
CCOc1ccccc1CNC(=O)c1ccc(CS(=O)Cc2cccc(Cl)c2)o1 (stereo unspecified),1%,0%,-6%,0%,-1%,1%,9%
Cc1ccc(NC(=O)CSc2nc3c(c(=O)[nH]2)CCC3)cc1Cl,0%,-2%,21%,14%,4%,3%,-6%
O=C(Cn1cc(S(=O)(=O)Cc2cccc(Cl)c2)c2ccccc21)Nc1ccccc1Cl,-8%,2%,-8%,-1%,4%,1%,4%
COc1ccc(S(=O)(=O)N2Cc3ccccc3CC2C(=O)Nc2ccc(C)cc2C)cc1OC (stereo unspecified),0%,1%,4%,2%,8%,6%,-5%
Cc1cccc(OCC(=O)Nc2c(C)ccc3nsnc23)c1C,3%,0%,-19%,?,10%,8%,3%
CCOc1ccc2nc(N3CCN(C(=O)c4ccc5c(c4)CCCC5)CC3)sc2c1,3%,-3%,?,-10%,-9%,-2%,-2%
COc1ccc(NC(=O)C(Cc2ccccc2)n2cccc2)c(OC)c1 (stereo unspecified),-5%,0%,-20%,-15%,10%,6%,-12%
Cc1ccc(C)c(NC(=O)CSc2nc(=O)n(CCN(C)C)c3c2CCC3)c1,6%,0%,?,-8%,0%,5%,-13%
CC(C)(C)C(=O)Cn1c(=O)n(-c2ccc(Cl)cc2)c(=O)c2c3c(sc21)CCCC3,-2%,1%,-17%,0%,0%,2%,-18%
Cc1ccc(NC(c2nnc(-c3ccccc3)o2)c2ccccc2F)c(Cl)c1 (stereo unspecified),0%,0%,9%,14%,.,1%,.
CCCCCn1c(=O)[nH]c2cc(C(=O)Nc3ccc(OC)c(OC)c3)ccc2c1=O,1%,1%,-11%,0%,8%,0%,0%
Cc1cc2c(cc3c(SCC(=O)Nc4cccc(Cl)c4C)nnc(C)n32)o1,5%,0%,-11%,5%,-3%,1%,-1%
CC(=O)c1ccc(NC(=O)c2ccc(CN3C(=O)CCn4nc(C)cc43)cc2)cc1,1%,0%,?,?,-3%,3%,1%

# Eleven entries from above, tab-delimited.
structure	TSG101-PTAP inh	B2AR arrestin ag	p53null 39C tox	p53null 32C kill	NTMT1 inh	GALK inhibitor	FH mod
O=C(Cn1cc(S(=O)(=O)Cc2cccc(Cl)c2)c2ccccc21)Nc1ccccc1Cl	-8%	2%	-8%	-1%	4%	1%	4%
COc1ccc(S(=O)(=O)N2Cc3ccccc3CC2C(=O)Nc2ccc(C)cc2C)cc1OC (stereo unspecified)	0%	1%	4%	2%	8%	6%	-5%
Cc1cccc(OCC(=O)Nc2c(C)ccc3nsnc23)c1C	3%	0%	-19%	?	10%	8%	3%
CCOc1ccc2nc(N3CCN(C(=O)c4ccc5c(c4)CCCC5)CC3)sc2c1	3%	-3%	?	-10%	-9%	-2%	-2%
COc1ccc(NC(=O)C(Cc2ccccc2)n2cccc2)c(OC)c1 (stereo unspecified)	-5%	0%	-20%	-15%	10%	6%	-12%
Cc1ccc(C)c(NC(=O)CSc2nc(=O)n(CCN(C)C)c3c2CCC3)c1	6%	0%	?	-8%	0%	5%	-13%
CC(C)(C)C(=O)Cn1c(=O)n(-c2ccc(Cl)cc2)c(=O)c2c3c(sc21)CCCC3	-2%	1%	-17%	0%	0%	2%	-18%
Cc1ccc(NC(c2nnc(-c3ccccc3)o2)c2ccccc2F)c(Cl)c1 (stereo unspecified)	0%	0%	9%	14%	.	1%	.
CCCCCn1c(=O)[nH]c2cc(C(=O)Nc3ccc(OC)c(OC)c3)ccc2c1=O	1%	1%	-11%	0%	8%	0%	0%
Cc1cc2c(cc3c(SCC(=O)Nc4cccc(Cl)c4C)nnc(C)n32)o1	5%	0%	-11%	5%	-3%	1%	-1%
CC(=O)c1ccc(NC(=O)c2ccc(CN3C(=O)CCn4nc(C)cc43)cc2)cc1	1%	0%	?	?	-3%	3%	1%

# (next part)
SMILES,TSG101-PTAP inh,B2AR arrestin ag,p53null 39C tox,p53null 32C kill,NTMT1 inh,GALK inhibitor,FH mod
COc1ccc(OC)c(CN2CCN(S(=O)(=O)c3ccccc3)CC2)c1,0%,-1%,31%[activator],8%,1%,1%,-7%
COc1ccc(CCNC(=O)C(=O)NCC(c2cccs2)S(=O)(=O)c2ccccc2)cc1 (stereo unspecified),-7%,-2%,8%,-9%,13%,1%,-4%
O=C(NCC(c1ccco1)S(=O)(=O)c1cccs1)c1ccccc1 (stereo unspecified),0%,-1%,32%[activator],2%,-17%,0%,0%
CC(C)c1ccc(NC(=O)[C@H]2O[C@@H]3OC(C)(C)O[C@@H]3[C@H]3OC(C)(C)O[C@H]32)cc1,-2%,-4%,-5%,-7%,-16%,7%,-8%
COc1ccc(CNC(=O)C(CCSC)NS(=O)(=O)c2ccc3c(c2)oc(=O)n3C)cc1 (stereo unspecified),0%,-1%,7%,-15%,12%,2%,4%
Cc1ccc(CN2C(=O)c3ccccc3Sc3ccc(C(=O)N4CCOCC4)cc32)cc1,-5%,2%,9%,5%,-8%,1%,?
CCc1ccc(NC(=O)c2nnn(Cc3cccc(C(F)(F)F)c3)c2N)cc1,-2%,-1%,-14%,3%,5%,1%,0%
O=C(CSc1ccc2nc(-c3ccccc3)cn2n1)Nc1cccc(F)c1,-4%,0%,-23%,-9%,-6%,2%,-5%
Cc1cc(C)c(/C=C/c2onc(C)c2S(=O)(=O)N2CCC(C(=O)N(C)Cc3ccccc3)CC2)c(C)c1,4%,-1%,18%,2%,5%,1%,-19%
Cc1ccccc1NC(=O)CSc1nc2ccc(NC(=O)c3ccccc3)cc2s1,2%,-1%,-30%,-8%,7%,-8%,-6%
COc1ccc(S(=O)(=O)NCC(c2ccco2)N2CCOCC2)cc1 (stereo unspecified),4%,-2%,5%,-7%,2%,1%,-4%
Cc1cccc(N2C(=O)CSC23C(=O)N(Cc2cccc(F)c2)c2ccccc23)c1 (stereo unspecified),-5%,1%,18%,20%,?,0%,-24%
COc1ccc(-c2noc(CSc3nnc(-c4ccncc4)n3-c3ccc(C)c(C)c3)n2)cc1,-6%,?,?,23%,1%,-1%,?
COc1ccc(OC)c(NC(=O)CSc2ccc(-c3cccs3)nn2)c1,2%,0%,-6%,-8%,-21%,3%,-22%
CCCN1Cc2cccc(C(=O)Nc3cc(C)cc(C)c3)c2C1=O,-3%,0%,-1%,-8%,25%,0%,14%
COC(=O)c1cc(NC(=O)c2sc3ccccc3c2Cl)cc(C(=O)OC)c1,-2%,-1%,-17%,-6%,-7%,-16%,-5%
CCCOC(=O)c1ccc(NC(=O)Cc2csc(C)n2)cc1,0%,-2%,-19%,-1%,-9%,4%,-9%
CCn1cc(C(=O)N2CCN(c3ccc(OC)cc3)CC2)c(=O)c2cc(S(=O)(=O)N3CCOCC3)ccc21,1%,0%,9%,-2%,-5%,8%,-9%
